High-throughput results from PubChem.
CF NFkB block = inhibitors of cystic fibrosis induced NF-kB | AID 588850 | inhibition, % at 5 µM | KKLEB NF-kB-GFP reporter, PAF-induced, GFP fluorescence overnight | 0.86% of 360,000 active;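 active = at least 50% inhibition at 5 µM, scaled per plate between neutral and stimulator controls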;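 also: PAF is a Pseudomonas aeruginosa culture filtrate used as stimulus; plate controls were PAF-stimulated DMSO wells for no effect and unstimulated DMSO wells for full effect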
NCOA2 inhibitor = human SRC2 (NCOA2) inhibition; Q15596; HEK293 GAL4-SRC2 luciferase reporter, luminescence; inhibition, % at 9 µM; 0.17% of 370,000 active;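 active = inhibition above the mean inhibition of all tested compounds plus 3 SD, set per campaign, cut at about 52% in these data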;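 also: 0% = DMSO treated cells and 100% = cells given Gossypol at 36 µM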
Target sequence (Q15596 whole entry, looked up, the tested form may be a part): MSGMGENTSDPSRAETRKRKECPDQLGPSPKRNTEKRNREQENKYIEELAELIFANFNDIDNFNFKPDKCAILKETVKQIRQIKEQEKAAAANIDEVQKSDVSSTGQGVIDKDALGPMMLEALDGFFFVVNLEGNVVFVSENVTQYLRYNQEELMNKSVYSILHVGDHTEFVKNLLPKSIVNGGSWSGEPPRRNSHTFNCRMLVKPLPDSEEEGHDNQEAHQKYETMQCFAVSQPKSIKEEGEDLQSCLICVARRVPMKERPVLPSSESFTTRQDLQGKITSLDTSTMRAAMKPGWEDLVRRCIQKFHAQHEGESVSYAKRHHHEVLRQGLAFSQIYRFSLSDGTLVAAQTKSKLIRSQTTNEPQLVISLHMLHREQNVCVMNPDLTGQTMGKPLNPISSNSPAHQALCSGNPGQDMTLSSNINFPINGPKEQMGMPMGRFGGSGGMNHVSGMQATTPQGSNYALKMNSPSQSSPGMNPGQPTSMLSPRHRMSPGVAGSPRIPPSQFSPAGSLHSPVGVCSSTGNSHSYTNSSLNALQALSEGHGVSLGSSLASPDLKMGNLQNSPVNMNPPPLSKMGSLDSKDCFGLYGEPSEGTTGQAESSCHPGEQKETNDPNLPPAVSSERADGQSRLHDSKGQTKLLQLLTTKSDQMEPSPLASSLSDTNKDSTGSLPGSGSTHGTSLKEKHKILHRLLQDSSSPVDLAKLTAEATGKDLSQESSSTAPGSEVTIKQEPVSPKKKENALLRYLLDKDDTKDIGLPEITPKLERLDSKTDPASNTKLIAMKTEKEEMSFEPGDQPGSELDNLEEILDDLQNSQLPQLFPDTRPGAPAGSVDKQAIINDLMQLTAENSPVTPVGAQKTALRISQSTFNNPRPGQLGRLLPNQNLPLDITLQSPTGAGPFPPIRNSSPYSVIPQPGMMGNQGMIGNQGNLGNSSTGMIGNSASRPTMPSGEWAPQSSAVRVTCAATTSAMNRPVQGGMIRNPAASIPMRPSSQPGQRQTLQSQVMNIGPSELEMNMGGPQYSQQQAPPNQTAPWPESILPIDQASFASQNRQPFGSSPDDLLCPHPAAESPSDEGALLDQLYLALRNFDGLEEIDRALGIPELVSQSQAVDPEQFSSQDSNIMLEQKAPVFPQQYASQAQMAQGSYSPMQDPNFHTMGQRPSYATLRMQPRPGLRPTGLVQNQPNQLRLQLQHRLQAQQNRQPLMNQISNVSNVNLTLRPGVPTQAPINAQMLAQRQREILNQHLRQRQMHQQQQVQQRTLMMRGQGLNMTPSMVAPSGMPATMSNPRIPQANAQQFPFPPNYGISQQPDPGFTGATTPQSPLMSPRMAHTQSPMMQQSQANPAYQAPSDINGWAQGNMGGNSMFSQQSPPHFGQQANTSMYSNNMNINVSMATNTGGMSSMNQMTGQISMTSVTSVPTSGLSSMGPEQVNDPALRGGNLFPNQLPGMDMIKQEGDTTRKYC
TROY NFkB inh = inhibitors of TROY-dependent NF-kB signaling. 0.98% of 360,000 active. Q293 LMP1-TROYcd NF-kB luciferase reporter, 4 h. inhibition, % at 10 µM;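 active = compounds whose plate-normalised and pattern-corrected inhibition of the luciferase reporter signal at the single screening dose is 50% or more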
SRC1 inh = inhibitors of human steroid receptor coactivator 1 (SRC1) | HEK293 GAL4-SRC1 luciferase reporter, luminescence | inhibition, % at 3.6 µM | 0.12% of 360,000 active | AID 588354;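 active = inhibition above the campaign mean plus 3 SD, with each screening campaign given its own cutoff, cut at about 60% in these data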;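 also: 0% = DMSO treated cells and 100% = gossypol at 36 µM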
NR2F2 inh = NR2F2 (human) inhibition, primary screen | P24468 | HEK293T NGFI-A luciferase reporter, luminescence | inhibition, % at 8.6 µM | 0.7% of 370,000 active;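 active = inhibition above a per-plate cutoff, mean inhibition of test wells between control levels plus 3 SD, cut at about 38% in these data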;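 also: cells cotransfected with COUP-TFII expression vector driving the NGFI-A reporter; 0% = median of COUP-TF2 test wells and 100% = reporter-only cells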
TRAIL sens C8 = sensitizes caspase-8 expressing cells to TRAIL. AID 624354. 1% of 360,000 active. NB7+C8 cells + TRAIL, ATPlite viability luminescence. inhibition (viability loss, TRAIL sensitization), % at 10 µM;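 active = compounds causing at least 50% loss of cell viability in the single-dose screen, relative to plate controls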
KKLEB tox = CF airway cell cytotoxicity counter-screen; KKLEB CF airway cells viability, ATPlite luminescence, overnight; hits give low values; cells stimulated with P. aeruginosa culture filtrate; activity change (cytotoxicity), % at 5 µM; 0.36% of 360,000 active; AID 602141;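 active = corrected activity change at or below -50% at 5 µM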
NCOA3 inh = inhibitors of human steroid receptor coactivator 3 (SRC3) | HEK293 GAL4-SRC3 luciferase reporter, luminescence | 0.17% of 360,000 active | inhibition, % at 3.6 µM | AID 588352 | Q9Y6Q9;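 active = inhibition above a per-campaign cutoff, the mean of all compounds plus 3 SD, cut at about 60% in these data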;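 also: 0% = DMSO-treated cells and 100% = gossypol-treated cells at 36 µM; higher means less SRC3-driven luciferase light from the GAL4 reporter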
TWEAK-Fn14 inh = TWEAK-Fn14 signaling inhibition. TWEAK-stimulated Fn14 reporter cells, luciferase luminescence, 8 h. inhibition, % at 10 µM. 2% of 360,000 active; in the data active = inhibition above about 50%
LRH-1 inv ag = suppresses constitutive activity of human LRH-1. 0.13% of 360,000 active. inhibition, % at 3.6 µM. HEK293T StAR-luciferase reporter, LRH-1 transfected, 24 h;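 active = inhibition above the mean inhibition of all tested compounds plus 3 SD, cut at about 73% in these data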;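 also: 0% = DMSO wells and 100% = reporter-only cells lacking LRH-1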
EBV LMP1 NFkB = inhibitors of Epstein-Barr LMP1-induced NF-kappaB reporter; LMP1-induced NF-kappaB luciferase reporter cells, luminescence; 0.69% of 350,000 active; inhibition, % at 12.5 µM; in the data active = inhibition above about 41%;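 also: 0% = neutral control wells and 100% = reference inhibitor control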
Starred values were filed as active, the others as inactive; . = no result given.

SMILES	CF NFkB block	NCOA2 inhibitor	TROY NFkB inh	SRC1 inh	NR2F2 inh	TRAIL sens C8	KKLEB tox	NCOA3 inh	TWEAK-Fn14 inh	LRH-1 inv ag	EBV LMP1 NFkB
CCn1cc(C2=NC(c3ccccc3)CO2)c2ccccc21 (stereo not drawn)	-8	-11	-25	9	-5	-9	25	-9	3	-14	-32
CCOC(=O)c1cc(-c2ccccc2)sc1NC(=O)c1cc(OC)c(OC)c(OC)c1	18	0	-16	-10	17	8	-21	-6	-4	10	8
O=C(COc1ccc(S(=O)(=O)N2CCCCC2)cc1)Nc1ccccc1F	4	-17	-16	-7	2	0	-20	-2	6	10	2
CN(C)c1nc(N)nc(CSc2n[nH]c(-c3ccccc3)n2)n1	1	-41	-19	0	-17	-5	1	-7	-9	-8	9
CC1CN(C(=O)c2ccccc2)C(=Nc2cccc(S(=O)(=O)N(C)C)c2)S1 (stereo not drawn)	-11	-20	-15	10	-3	-22	13	16	9	-10	-1
COc1cc(F)ccc1-c1cc(C(=O)NCc2ccc(C(F)(F)F)cc2)[nH]n1	-32	-10	3	-7	4	4	21	-8	-31	-27	.
NC1=NCC(O)=C1c1nc2ccccc2[nH]1	-24	-8	-16	1	-12	-6	14	21	-13	-15	-4
Cc1ccc(C)c(N2CCN(C(=S)Nc3ccc4nc(N5CCN(C)CC5)cc(C)c4c3)CC2)c1	15	-10	30	0	16	10	-11	15	29	15	3
COC(=O)c1ccccc1NC(=O)c1ccc(COc2ccccc2)o1	-3	-15	3	1	-14	-3	2	16	-1	-22	-2
O=C(NCc1ccccn1)Nc1cccc(F)c1	-1	5	-22	-14	-6	7	7	-13	3	-34	0
CCC(=O)Nc1ccc(-c2nc(-c3ccccc3)n(CC(=O)N3CCCCC3)n2)cc1	-26	8	17	0	-2	-2	0	17	5	10	-2
Cc1ccn2c(-c3csc(NCc4ccccc4)n3)c(C)nc2c1	6	16	-26	5	11	14	-2	7	3	1	5
Cc1ccc(NCC(=O)Nc2ccc(F)c(Cl)c2)cc1S(=O)(=O)N1CCOCC1	-6	8	8	11	-6	10	-3	9	3	8	-2
Nn1c(COc2cccc(Br)c2)nnc1SCC(=O)N1CCc2ccccc2C1	-8	-3	-7	-10	17	-5	18	-1	15	-14	11
O=C(COc1ccc2c3c(c(=O)oc2c1)CCC3)N1CCCCC1	-7	-25	-59	-23	-29	10	1	-36	-23	3	-31
CC1CCCCC12NC(=O)N(CC(=O)N1CCN(C(=O)c3cccs3)CC1)C2=O (stereo not drawn)	-3	11	-13	1	4	-2	7	3	-8	4	3
CNC(=S)N(CCc1c(C)[nH]c2ccccc12)Cc1cccnc1	-28	-10	-3	-17	27	25	1	7	16	-11	15
Cc1csc(NC(=O)c2cc(=O)[nH]c3ccc(S(=O)(=O)N4CCOCC4)cc23)n1	-2	1	8	10	-2	6	8	17	-4	-9	-3
CC(C)(C)N(Cc1ccccc1)C(=O)COC(=O)c1ccc(Br)o1	9	-4	-8	-4	-22	0	1	9	2	-4	-5
Cc1noc(C)c1S(=O)(=O)Nc1ccc2c(c1)C(=O)N([C@H](C)CO)C[C@@H](C)[C@@H](CN(C)Cc1ccc3c(c1)OCO3)O2	18	0	4	-4	1	-16	0	-3	8	11	5
CCN(CC)S(=O)(=O)c1cccc2cc(C(=O)O)c(O)cc12	-22	13	.	-23	8	3	13	-5	79*	16	4
CC(C)(C)Cc1nnc(NC(=O)CCC2CCCCC2)s1	2	.	-17	6	.	12	-17	12	-1	-24	-24
Cc1ccc(N(C)S(=O)(=O)c2ccc(-c3ccc(=O)[nH]n3)s2)cc1C	3	-5	-1	-5	-12	3	-16	13	-21	8	14
CCCCCCCCNCCS(=O)(=O)NCc1ccc(OC)cc1	-14	1	1	3	4	1	-3	-4	-22	-23	1
c1coc(-c2nnc3sc(C4CCCCC4)nn23)c1	16	9	25	8	2	21	-7	11	-4	3	3
Cc1nn(-c2ccccc2)c(C)c1/C=C/C(=O)OC(C)C(N)=O (stereo not drawn)	-9	-9	-23	-10	7	-1	15	9	-5	-18	2
CC[n+]1ccc2cc(OC)c(OC)cc2c1Cc1ccc(OC)c(OC)c1	6	.	-11	-33	.	-2	-4	5	4	0	2
COCCN(C(=O)CSCC(=O)Nc1cccc(C)c1)c1c(N)n(Cc2ccccc2)c(=O)[nH]c1=O	6	-25	-16	0	-5	1	-6	9	5	6	4
CON(c1nc(Cl)nc(N(C)C)n1)S(=O)(=O)c1ccccc1Cl	2	13	-7	-4	9	-1	14	-10	-1	0	-7
O=C(NNC(=O)NC1CCCCC1)NC1CCCCC1	-6	9	-2	-2	-3	-2	7	-3	15	-10	1
Cc1cccc(C)c1NC(=O)C1CCCN1C(=O)OC(C)(C)C (stereo not drawn)	-18	-23	6	-3	8	-3	8	11	-8	4	1
CC(NC(=O)C12CC3CC(C)(CC(C)(C3)C1)C2)c1ccncc1 (stereo not drawn)	8	-8	8	16	13	-2	-14	14	7	15	26
Cn1cccc1C(=O)OCC(=O)Nc1ccc2c(c1)OCO2	-5	-13	-35	5	-13	6	-3	-4	-5	-9	44*
CCCCN1CNC(=S)N(CCc2ccc(OCC)c(OCC)c2)C1	-3	8	6	-71	12	-5	2	16	-4	5	3
Cc1ccc(/C=C2\SC(=S)N(c3cccnc3)C2=O)cc1	26	23	-11	-7	-8	-13	-17	7	12	0	-2
Cc1ccccc1NC(=O)CCC(=O)OCC(=O)c1cccc([N+](=O)[O-])c1	4	-2	8	-14	1	7	0	6	-4	1	2

In another format: entries from further up.
Values run as follows: CF NFkB block | NCOA2 inhibitor | TROY NFkB inh | SRC1 inh | NR2F2 inh | TRAIL sens C8 | KKLEB tox | NCOA3 inh | TWEAK-Fn14 inh | LRH-1 inv ag | EBV LMP1 NFkB
> Cc1ccc(/C=C2\SC(=S)N(c3cccnc3)C2=O)cc1
 : 26 | 23 | -11 | -7 | -8 | -13 | -17 | 7 | 12 | 0 | -2
> CC[n+]1ccc2cc(OC)c(OC)cc2c1Cc1ccc(OC)c(OC)c1
 : 6 | . | -11 | -33 | . | -2 | -4 | 5 | 4 | 0 | 2
> Cc1nn(-c2ccccc2)c(C)c1/C=C/C(=O)OC(C)C(N)=O (stereo not drawn)
 : -9 | -9 | -23 | -10 | 7 | -1 | 15 | 9 | -5 | -18 | 2
> CC(NC(=O)C12CC3CC(C)(CC(C)(C3)C1)C2)c1ccncc1 (stereo not drawn)
 : 8 | -8 | 8 | 16 | 13 | -2 | -14 | 14 | 7 | 15 | 26

Next part
SMILES	CF NFkB block	NCOA2 inhibitor	TROY NFkB inh	SRC1 inh	NR2F2 inh	TRAIL sens C8	KKLEB tox	NCOA3 inh	TWEAK-Fn14 inh	LRH-1 inv ag	EBV LMP1 NFkB
CC(=O)Nc1ccc(NC(=O)CS(=O)(=O)c2cn(CC(=O)N3CCCC3)c3ccccc23)cc1	-24	-34	-3	-19	3	13	-8	4	-5	-9	-2
COc1cc(/C=C(/C#N)C(=O)Nc2ccc(C)cc2)ccc1Oc1nc(Cl)ncc1F	14	-21	25	-14	-6	25	-20	26	-15	-6	5
C#CCN(C[C@H]1[C@H](OC(=O)NCCCCCC)[C@H](OC(=O)NCCCCCC)C[C@H]2C(=O)N(c3ccccc3)C(=O)[C@@H]12)S(=O)(=O)c1ccc(C)cc1	0	-41	4	10	6	12	-1	24	-3	25	-4
COc1ccc(OCc2cnc(Cl)s2)cc1	-12	-21	-31	-17	-22	-6	11	2	-11	-15	1
COc1ccc(C(=O)N2CCN(c3ccccn3)CC2)cc1[N+](=O)[O-]	9	14	7	10	10	4	0	15	-1	2	-2
O=[N+]([O-])c1ccccc1/C=N/N1CCN(c2ccncc2S(=O)(=O)N2CCCCC2)CC1	-26	4	16	17	10	5	-17	-5	0	-16	7
Cc1cc(C)nc(/N=C(\N)Nc2ccc(C)c([N+](=O)[O-])c2)n1	-6	-13	0	-4	0	4	3	12	-13	1	-14
COc1ccc(-n2c(SCC(=O)Nc3ccc(C(N)=O)cc3)nc3ccccc3c2=O)cc1OC	-14	-29	-3	-23	-39	-9	-16	-4	6	5	-1
Cc1ccc(C(C)n2cc(C(=O)NCc3ccncc3)nn2)cc1 (stereo not drawn)	16	-21	-9	-1	-9	6	-10	14	2	-13	-5
COc1ccc(-n2c(SCC(=O)NCCCN3CCCC3=O)nnc2C(C)N2CCCCC2)cc1 (stereo not drawn)	-13	-13	6	5	-3	0	2	12	9	-7	6
CCOc1ccc2[nH]c(=O)c(CN(Cc3ccco3)C(CC)c3nnnn3Cc3ccccc3)cc2c1 (stereo not drawn)	8	-24	20	3	-8	4	1	-5	-9	-8	17
CCCCNC(=O)Cc1coc2ccc3ccccc3c12	-10	-7	-23	3	0	-7	2	10	-5	1	3
O=C(OC(C(=O)NC1CCCC1)c1ccccc1F)c1ccco1 (stereo not drawn)	-5	19	-4	7	10	-1	3	-19	-7	-6	4
COc1ccc(NC(=O)CSc2nc(N)cc(=O)[nH]2)cc1S(=O)(=O)N1CCCCC1	-22	-10	-24	-18	14	5	-2	-2	-16	13	-5
CN1CCN(c2ccccc2NC(=O)c2ccc(Br)o2)CC1	1	-6	-17	-8	0	8	11	-5	-40	12	11
CCCC(=O)NC(=S)Nc1ccc(NC(=O)c2cccs2)cc1	1	-41	-11	-20	-3	25	-6	-3	-14	16	9
COc1ccc(C2(c3ccc(OC)cc3)NC(=O)N(CC(=O)NCC(F)(F)F)C2=O)cc1	-10	22	-5	-10	-7	-15	14	5	12	0	-3
COc1ccc(C(=O)Nc2ccc(N3CCCC3)cc2)cc1OC	-13	-38	-14	-20	-44	22	6	-59	-42	-16	-11
CCc1nnc(NS(=O)(=O)c2ccc(NC(=S)NC(=O)c3cccs3)cc2)s1	35	4	-15	-31	-8	-4	-12	20	-1	-1	-5
COc1ccc(C(c2nnnn2-c2ccc(OC)cc2)N2CCN(C/C=C/c3ccccc3)CC2)cc1 (stereo not drawn)	-5	-3	16	-35	3	-12	-8	17	9	0	.
COc1ccc(CNC(=O)/C=C/C(=O)O)cc1	9	0	-3	-4	-5	8	-4	20	-8	6	7
COc1ccccc1OCC(=O)N(Cc1nnc(-c2ccccc2Cl)o1)C1CC1	26	-8	1	-17	5	2	-4	-16	-16	-17	1
CCN1CCN(C(=O)CN(C)S(=O)(=O)c2ccc(Cl)cc2)CC1	-14	4	-8	4	4	-16	8	0	-7	-7	-1
CC(NC(=O)c1ccc(Br)s1)C1CCCO1 (stereo not drawn)	-4	.	-3	-23	.	-12	-2	-37	-7	4	0
COc1cc(/C=C/C(=O)OCC(=O)N2CCCc3ccccc32)ccc1O	-17	10	-19	4	7	-1	5	-3	-8	-4	3
Cc1cc2cccc(C)c2nc1SCC(=O)N(C)c1nc(-c2ccccc2)cs1	6	3	7	7	6	-2	-11	3	-2	12	-1
CC(=O)c1cccc(NC(=O)COc2ccccc2)c1	9	-33	-44	-26	-14	-10	0	-14	8	-11	-3
CC(=O)Nc1ccc(NC2=CC(=O)c3ccccc3C2=O)cc1	-3	-57	-10	-43	-5	24	1	-37	1	-13	-10
CCCCN(CCCC)C(=O)c1cc2ccccc2c(=O)o1	-6	4	-19	8	1	-3	8	17	24	0	-3
NS(=O)(=O)c1ccc(NC(=S)Nc2ccc(S(=O)(=O)Nc3nccs3)cc2)cc1	9	1	-5	4	9	-3	-13	5	-5	2	.
Cc1nc(SCC(=O)NCc2ccc3c(c2)OCO3)c(C#N)c2c1CCCC2	5	7	-6	-7	-7	-17	4	33	-1	-7	1
